# L3MBTL1 inh = qHTS Assay for the Inhibitors of L3MBTL1. Potency, µM (titrated, usually from 57.1 µM), for inactives: at the top dose activity, negative = inhibition, actives largely listed as inhibitors. AID 485360, 2010. AlphaScreen L3MBTL1–H3K9me1 peptide binding. Lethal(3)malignant brain tumor-like protein 1 (Homo sapiens), Q9Y468. 230,000 tested, 0.66% active; further: potency means the concentration at half of the fitted maximal effect; on the % scale 0 is the no-effect control and ±100 the full control effect; nearly all actives have a fitted effect of over 60% in size
#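 Read-out is AlphaScreen signal from streptavidin donor and nickel chelate acceptor beads (10 ug/mL final each) bridging L3MBTL1 (50 nM) and biotinylated K9-monomethylated H3(1-15) peptide (75 nM), after 30 min compound exposure at room temperature.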
# HTT aggregate = qHTS Multiplex Assay to Identify Dual Action Probes in a Cell Model of Huntington: Aggregate Formation (GFP); PC12 HttQ103-GFP aggregates, Acumen cytometry, 40 h; Potency, µM (highest dose often 46.1 µM), inactives show top-dose activity change, negative = inhibition, actives largely listed as inhibitors; 220,000 tested, 1.1% active; further: potency means the concentration at half of the fitted maximal effect; on the % scale 0 is the no-effect control and ±100 the full control effect; nearly all actives have a fitted effect of over 60% in size
#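 Multiplexed with ATP-based cell death, this channel scores GFP aggregates in PC12 cells expressing inducible HTTex1-Q103-GFP. Induction used 100 nM tebufenozide; compounds were tested in concentration series.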
# NPSR antag = qHTS Assay for Antagonists of the Neuropeptide S Receptor: cAMP Signal Transduction; CHO-NPSR cells, cAMP TR-FRET, antagonist mode; Potency, µM (highest dose often 38.3 µM), for inactives: top-dose activity change, negative = inhibition, most hits filed as inhibitors; 220,000 tested, 1% active; further: potency means the concentration at half of the fitted maximal effect; on the % scale 0 is the no-effect control and ±100 the full control effect; nearly all actives have a fitted effect of over 50% in size; many of its hits are not listed in these tables
# Target sequence (Q6W5P4 whole entry, looked up): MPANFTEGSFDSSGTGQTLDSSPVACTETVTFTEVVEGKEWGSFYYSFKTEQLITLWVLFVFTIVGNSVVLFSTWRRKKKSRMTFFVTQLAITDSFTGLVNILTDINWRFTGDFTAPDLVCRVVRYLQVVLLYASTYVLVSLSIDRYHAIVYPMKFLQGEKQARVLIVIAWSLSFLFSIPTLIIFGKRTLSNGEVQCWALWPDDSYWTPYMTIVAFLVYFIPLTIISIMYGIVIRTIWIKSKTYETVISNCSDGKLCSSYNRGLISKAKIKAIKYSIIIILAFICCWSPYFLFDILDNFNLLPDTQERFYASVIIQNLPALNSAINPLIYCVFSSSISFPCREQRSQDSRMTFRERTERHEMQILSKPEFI
# Epigenetic reg = Quantitative High-Throughput Screen for Regulators of Epigenetic Control; 280,000 tested, 0.2% active; murine LDR cells, GFP reporter derepression, 30 h; Potency, µM (doses to about 53.9 µM), without a hit: at the highest dose GFP activation, usual class: activators; AID 1865, 2009; further: potency means the concentration at half of the fitted maximal effect; % of control where 0% means no effect; nearly all actives have a fitted effect of over 60% in size
#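 In this reporter-derepression format, murine cells bearing a silenced integrated CMV-GFP locus incubate with test compound (30 h, 37 C), then are washed and imaged; fluorescent objects of 20–120 um count as induced cells.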
# Luc counter = Counterscreen for Luciferase (Kinase-Glo TM) Inhibition | Kinase-Glo luciferase, ATP luminescence, 8 min | Potency, µM (doses to about 38.3 µM), inactives show at the highest dose activity change, negative = inhibition, hits mostly inhibitors | 200,000 tested, 0.28% active; further: potency means the concentration at half of the fitted maximal effect; on the % scale 0 is the no-effect control and ±100 the full control effect; nearly all actives have a fitted effect of over 60% in size
#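 Substrate mix (final 50 mM imidazole pH 7.2, 50 mM KCl, 7 mM MgCl2, 10 uM ATP, 0.01% Tween 20, 0.05% BSA) plus pin-tool compound, then Kinase-Glo detection mix; 8 min ambient, luminescence read.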
# CBFb-RUNX1 inh = qHTS Assay for Compounds Blocking the Interaction Between CBF-beta and RUNX1 for the Treatment of Acute Myeloid Leukemia. Potency, µM (titrated, usually from 59.8 µM), for the others: top-dose activity, negative = inhibition, actives largely listed as inhibitors. AlphaScreen CBFb-His/RUNX1-biotin binding, biochemical. 230,000 tested, under 10 active; further: % of control where 0% means no effect
# Target sequence (Q01196 whole entry, looked up): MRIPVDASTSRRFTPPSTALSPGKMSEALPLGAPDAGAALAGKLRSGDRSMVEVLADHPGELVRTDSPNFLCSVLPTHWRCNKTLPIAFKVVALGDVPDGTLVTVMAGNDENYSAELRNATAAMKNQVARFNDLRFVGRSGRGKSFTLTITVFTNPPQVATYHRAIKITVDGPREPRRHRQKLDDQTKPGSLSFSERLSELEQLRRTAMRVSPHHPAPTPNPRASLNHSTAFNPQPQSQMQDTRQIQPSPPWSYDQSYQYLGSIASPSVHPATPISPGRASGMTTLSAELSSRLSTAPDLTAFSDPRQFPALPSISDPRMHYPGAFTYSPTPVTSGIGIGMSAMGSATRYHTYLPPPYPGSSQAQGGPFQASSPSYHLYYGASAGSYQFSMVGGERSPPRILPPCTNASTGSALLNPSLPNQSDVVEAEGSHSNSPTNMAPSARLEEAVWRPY
# Target sequence (Q13951 whole entry, looked up): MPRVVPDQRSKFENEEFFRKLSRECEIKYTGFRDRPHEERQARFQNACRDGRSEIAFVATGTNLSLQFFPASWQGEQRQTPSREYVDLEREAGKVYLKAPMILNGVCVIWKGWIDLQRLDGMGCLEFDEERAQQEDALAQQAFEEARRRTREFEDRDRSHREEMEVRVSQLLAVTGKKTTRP
#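 AlphaScreen binding: CBFb-His and RUNX1-biotin (30 nM each) preincubated 20 min, compound added for 15 min, then nickel and streptavidin beads for 90 min, all at room temperature. Disruption of the interaction by any mechanism counts as activity.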
# IMPase Li inh = qHTS Assay for Identifying the Cell-Membrane Permeable IMPase Inhibitors: Potentiation with Lithium | 210,000 tested, 0.35% active | CHO-M1 cells, IP1 TR-FRET (IP-One), carbachol + lithium | Potency, µM (highest dose often 59.4 µM), without a hit: at the top dose activity, negative = IMPase inhibition, actives largely listed as inhibitors;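 further: IP1 builds up when IMPase is blocked and the TR-FRET signal falls; potency means the concentration at half of the fitted maximal effect; plate controls were basal vehicle for no effect and high inhibitor control for full effect; nearly all actives have a fitted effect of over 50% in size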
#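 Readout is a homogeneous TR-FRET IP1 immunoassay (Ex 320, Em 665 and 620), where raised cytosolic IP1 lowers signal. Cells were CHO-M1 treated 30 min at 37C with test compounds plus a little lithium; AC50 values came from Hill-equation fitting.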
# * marks the source's active call; other numbers are inactive results; ? = inconclusive; nt = no result given; & = joins results of further samples; [ ] = another dose, or the depositor's remark. The call rests on the fitted dose curve; in most records, active means well fitted curve in the direction sought with a large enough effect; inconclusive means small, poorly fitted or top-dose-only effect, or another doubt; inactive means no such curve, though single readings can be large; an effect the other way counts as inactive or inconclusive.
SMILES,L3MBTL1 inh,HTT aggregate,NPSR antag,Epigenetic reg,Luc counter,CBFb-RUNX1 inh,IMPase Li inh
O=C(NNC(=O)c1ccc(F)cc1)C(=O)N1CCCCC1,-5%,-3%,20%,0.9%,-4%,2%,-4%
O=C(Nc1ccccc1)C1=C[C@@H](C2CCCCC2)C[C@@H](OCCCCO)O1,0%,-7%[9.22 µM],39%,-1.5%,nt,4%,0%
COc1ccccc1NS(=O)(=O)c1ccc(N/N=C/c2ccccc2OCC(=O)O)c([N+](=O)[O-])c1,nt,1%,-21%,1.1%,nt,?,-3%
O=c1[nH]cc([N+](=O)[O-])cc1Br,-6%,4%,9%,3.0%,0%,5%,-14%
CCOC(=O)C1CCCN(C/C(O)=C(\C#N)c2nc(-c3ccccc3)cs2)C1 (stereo unspecified),-5%,-11%,-13%[46.1 µM],0.0%,-5%,3%,3%
COc1ccccc1OCCC(=O)OCC(=O)c1c(N)n(C)c(=O)n(C)c1=O,nt,-3%,2%,0.4%,-4%,12%,-3%
O=C1N=NC2=C1c1c3ccccc3c(O)n1CC2,-3%,-19%[9.22 µM],35%,-0.3%,nt,10%,nt
Cc1cccc(NC(=O)CCCN2C(=O)c3cccc4cccc(c34)C2=O)c1,5%,4%,-19%[46.1 µM],0.0%,0%,5%,4%[38.3 µM]
Cc1[nH]c2ccccc2c1/C=C(/C#N)C(=O)NC(C)C,-1%,5%[9.22 µM],15%,3.0%,-1%,-3%,2%
Cc1nc2ccc(NC(=S)NC(C)C)cc2nc1C,2%,-10%,2%[46.1 µM],0.8%,1%,0%,-4%[38.3 µM]
O=C(Nc1ccccc1F)c1ccc(Cn2cc(Br)cn2)cc1,-2%[11.4 µM],?,-31%,0.0%,0%,17%,19%
Cc1c(C=O)c2ccccn2c1C(=O)c1ccc(Cl)c([N+](=O)[O-])c1,-18%,-6%,-7%,0.0%,-1%,9%,18%
O=C(CSc1nnc(NC(=O)C2CC2)s1)NCc1ccco1,-15%,8%,12%,0.0%,-3%,16%,-7%
COc1ccc(CC(=O)Nc2ccc(-c3cn4ccccc4n3)cc2)cc1OC,nt,-7%[9.22 µM],?,?,-2%,0%,?
Cc1cccc(NC(=O)Nc2cccc(F)c2)n1,-4%,-11%,5%[46.1 µM],0.0%,-2%,6%,6%[38.3 µM]
COc1cc(Cl)c(C)cc1NC(=O)CSC,1%,18%,1%[46.1 µM],13%,-1%,-1%,3%[38.3 µM]
O=C(CSC1CCCCC1)N1CCN(c2ccccc2)CC1,nt,-2%,-5%[46.1 µM],-0.1%,0%,0%,23%[38.3 µM]
Cc1c(NC(=O)CSCc2ccc(Br)cc2)c(=O)n(-c2ccccc2)n1C,-4%,15%,4%,-0.2%,0%,2%,8%
CC(C)(C)c1cc(CN2CCOCC2)c(C(=O)O)o1,0%,-19%,-2%[46.1 µM],-1.1%,1%,7%,12%[38.3 µM]
Cc1cc(NC(=O)CSc2nnnn2C)n(-c2ccccc2)n1,nt,15%[9.22 µM],-1%[46.1 µM],0.8%,0%,0%,29%[38.3 µM]
Cc1ccc(CSc2nc3ccccc3c(=O)n2Cc2ccco2)cc1,10%,-32%,-12%[46.1 µM],0.0%,-3%,?,14%
CS(=O)(=O)N(CC(=O)Nc1ccc(S(=O)(=O)N2CCOCC2)cc1)c1cccc(F)c1,9%,-7%[9.22 µM],-5%,1.0%,-1%,5%,-1%
Cn1c(SCC(=O)OCc2ccccc2)nnc1-c1ccco1,nt,11%,-6%[46.1 µM],0.0%,-2%,5%,-10%[38.3 µM]
N#Cc1c(/N=C/c2ccco2)sc2c1CCC2,nt,-8%,-6%[46.1 µM],-1.1%,-28%,-9%,11%[38.3 µM]
N#Cc1cccc(NCC(=O)Nc2ccc3c(c2)OCCO3)c1,nt,8%,-3%,-1.8%,1%,5%,-2%

# The list goes on; it opens with the 2 that closed the last part.
SMILES,L3MBTL1 inh,HTT aggregate,NPSR antag,Epigenetic reg,Luc counter,CBFb-RUNX1 inh,IMPase Li inh
N#Cc1c(/N=C/c2ccco2)sc2c1CCC2,nt,-8%,-6%[46.1 µM],-1.1%,-28%,-9%,11%[38.3 µM]
N#Cc1cccc(NCC(=O)Nc2ccc3c(c2)OCCO3)c1,nt,8%,-3%,-1.8%,1%,5%,-2%
COC(=O)C1=C(N)Oc2cc(C)n(Cc3cccnc3)c(=O)c2C1c1cc(OC)ccc1OC (stereo unspecified),3%,5%,-5%[46.1 µM],-7.0%,nt,-1%,nt
CN1CCN(S(=O)(=O)c2ccc(NC(=O)C(C)(C)C)cc2)CC1,nt,22%,-1%[46.1 µM],4.0%,0%,1%,-10%[38.3 µM]
COc1ccc(C2CCCN2C(=O)Nc2ccc(Cl)cc2)cc1OC (stereo unspecified),nt,-8%,-8%[46.1 µM],-0.1%,-1%,5%,21%[38.3 µM]
CC1(C)OC(=O)NC1=O,nt,23%,nt,0.0%,-4%,-3%,-2%&-1%
C/C(N)=C(/C#N)C(=O)COC(=O)CC1CCCC1,6%,6%,6%[46.1 µM],-1.7%,-1%,5%,-4%[38.3 µM]
OC1CCN(CC(O)C(F)(F)F)CC1 (stereo unspecified),5%[11.4 µM],8%,14%,-0.9%,-1%,12%,0%
CCOc1ccc(N=Cc2c(O)c3ccccc3oc2=O)cc1,16%,15%,-10%,2.0%,?,3%,-3%
Cc1ccc2cc(CN(CC3CCCO3)S(=O)(=O)c3cccc4nsnc34)c(=O)[nH]c2c1 (stereo unspecified),3%,3%,6%[46.1 µM],-1.3%,12%,6%,3%[38.3 µM]
Cc1ccc(-c2nnn(CC(=O)N(CC3CCCO3)C(C(=O)NCC3CCCO3)c3ccc(F)cc3)n2)o1 (stereo unspecified),-8%,10%,23%[46.1 µM],-0.8%,19%,-1%,0%
Cc1cc(NC(=O)CSc2nc(C(C)C)nc3sc4c(c23)CCCC4)no1,12%,-19%,?,0.4%,-3%,6%,?
NC(=O)CC(NC(=O)Cc1cccc2ccccc12)c1ccc(NC2CCCCCCC2)c([N+](=O)[O-])c1 (stereo unspecified),nt,25%[9.22 µM],-26%,5.0%,nt,-11%,nt
Cc1ccc(-c2nnc3ccc(SCC(=O)Nc4cc(C)on4)nn23)cc1,2%,3%,-9%[46.1 µM],0.0%,-3%,5%,-4%[38.3 µM]
Cc1ccc(C(=O)/C=C/Nc2ccc([N+](=O)[O-])cc2Br)cc1,-5%,14%,-3%[46.1 µM],1.9%,-6%,2%,-11%[38.3 µM]
Cc1ccccc1NC(C)C(=O)N/N=C/c1ccccc1OCc1cccc(Br)c1 (stereo unspecified),-8%,?,-19%[46.1 µM],-2.0%,-1%,-23%,8%[38.3 µM]
Cc1ccc(-c2nc(-c3cccnc3)no2)c(C)c1,10%,-19%,-8%[46.1 µM],-1.1%,-1%,9%,11%[38.3 µM]
Cc1cc2ccc(=O)oc2cc1OC[C@@H](O)C(C)(C)O,nt,nt,nt,-0.3%,4%,2%[21.7 µM],0%
COc1cc(OC)c2c(c1)C(=O)OC2,-9%,11%,15%,0.9%,2%,-5%,-1%
CCOC(=O)Cn1c(CN2CC(C)OC(C)C2)nc2c1c(=O)n(C)c(=O)n2C (stereo unspecified),-5%,-6%,-10%[46.1 µM],2.1%,-1%,-2%,1%
COc1ccccc1N(CC(=O)NC(C)(C)C)S(=O)(=O)c1cccs1,7%,2%,3%,-0.9%,4%,0%,3%
Cc1ccc2[nH]c(C)c(CC(=O)O)c2c1,nt,9%,-7%[46.1 µM],0.1%,-5%,-1%,20%[38.3 µM]
COc1ccc(OC)c(N(CC(=O)Nc2ccc3c(c2)OCO3)S(=O)(=O)c2ccccc2)c1,-8%,16%,-25%[46.1 µM],1.5%,4%,2%,52%[activator][38.3 µM]
COc1ccc(CN(CCC#N)C(=S)NC(=O)c2ccccc2)cc1,-8%,-4%,-9%[46.1 µM],?,-4%,1%,-14%[38.3 µM]
Nc1nonc1C(=O)N/N=C/c1ccc(-c2cccc([N+](=O)[O-])c2)o1,nt,?,-9%[46.1 µM],0.0%,-4%,0%,18%[38.3 µM]
COc1ccc(NC(=O)C23CC4CC(C2)CC(n2cnc(Br)n2)(C4)C3)c(OC)c1,nt,8%,-49%[46.1 µM],1.4%,-3%,16%,24%[38.3 µM]
Cc1ccc(NC(=O)NC2CCCCC2)c(C)c1,3%,-8%,5%,0.1%,-2%,3%,7%

# A section taken from the entries so far:
SMILES,L3MBTL1 inh,HTT aggregate,NPSR antag,Epigenetic reg,Luc counter,CBFb-RUNX1 inh,IMPase Li inh
COc1cc(OC)c2c(c1)C(=O)OC2,-9%,11%,15%,0.9%,2%,-5%,-1%
CCOC(=O)Cn1c(CN2CC(C)OC(C)C2)nc2c1c(=O)n(C)c(=O)n2C (stereo unspecified),-5%,-6%,-10%[46.1 µM],2.1%,-1%,-2%,1%
COc1ccccc1N(CC(=O)NC(C)(C)C)S(=O)(=O)c1cccs1,7%,2%,3%,-0.9%,4%,0%,3%
Cc1ccc2[nH]c(C)c(CC(=O)O)c2c1,nt,9%,-7%[46.1 µM],0.1%,-5%,-1%,20%[38.3 µM]

# Next records follow.
SMILES,L3MBTL1 inh,HTT aggregate,NPSR antag,Epigenetic reg,Luc counter,CBFb-RUNX1 inh,IMPase Li inh
O=c1[nH]c2ccc(NS(=O)(=O)c3ccc4ccccc4c3)cc2[nH]1,-2%,-18%,5%,-0.4%,1%,5%,6%
COc1ccc(OC)c(NC(=O)CSc2nnc(C)n2Cc2ccccc2)c1,16%[11.4 µM],11%,4%[46.1 µM],-2.1%,4%,-14%,41%[activator][38.3 µM]
CCc1nc(Sc2nnnn2-c2ccccc2)c2c3c(sc2n1)CCCC3,15%,?,-24%,-1.3%,1%,-2%,9%
CCn1c(C(=O)N2CCc3ccccc3C2)cc2oc3ccccc3c21,nt,19%,-30%[46.1 µM],-1.0%,-2%,-8%,31%[activator][38.3 µM]
CCC(C)c1ccc(NC(=O)C2CC2)cc1 (stereo unspecified),9%[11.4 µM],-11%,?,2.7%,3%,7%,-1%[38.3 µM]
Cc1ccsc1C(C(=O)NC(C)(C)C)N(C(=O)c1csnn1)c1ccccc1 (stereo unspecified),19%,0%,3%,-0.2%,1%,5%,2%
CCOC(=O)c1c(NC(=O)C2C3CCC(O3)C2C(=O)O)sc(C)c1-c1ccc(F)cc1 (stereo unspecified),38%[activator],?,-11%[46.1 µM],0.0%,0%,1%,?
COC(=O)c1sccc1NC(=S)N1CCN(c2ccccc2F)CC1,13%,3%,-24%,-1.1%,1%,9%,2%

# Bioassay records from PubChem BioAssay.

# Only part of the results is shown (hit frequency here may not be typical).
